NPY2 pot ag: potentiates or activates human NPY-Y2 receptor | P49146 | cells expressing NPY-Y2, potentiator/agonist read-out | activation, % at 3.6 µM | hit rate 0.45% among 220,000; in the data active = activation above about 27%;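 also: cells stimulated with NPY near EC25 plus isoproterenol at EC100; 0% = vehicle plus submaximal agonist and 100% = vehicle plus saturating agonist; some results beyond the cut were filed as inactive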
Target sequence (P49146 whole entry, looked up): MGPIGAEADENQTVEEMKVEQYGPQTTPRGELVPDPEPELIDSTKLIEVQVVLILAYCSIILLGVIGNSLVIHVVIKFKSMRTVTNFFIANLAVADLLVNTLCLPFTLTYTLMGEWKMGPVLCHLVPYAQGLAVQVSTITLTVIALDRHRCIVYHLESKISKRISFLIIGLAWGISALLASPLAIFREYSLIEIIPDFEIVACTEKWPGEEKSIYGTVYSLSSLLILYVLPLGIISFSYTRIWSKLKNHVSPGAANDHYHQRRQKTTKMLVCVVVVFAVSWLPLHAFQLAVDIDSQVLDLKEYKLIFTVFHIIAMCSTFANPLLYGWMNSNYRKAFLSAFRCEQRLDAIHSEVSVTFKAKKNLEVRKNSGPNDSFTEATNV
EP2 mod: modulates human prostaglandin E2 receptor EP2 signaling; AID 940; EP2-expressing cells, cAMP HTRF FRET, PGE2 co-stimulation; hit rate 0.83% among 260,000; induction, % at 25 µM; P43116;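 active = compounds whose cAMP rise, as percent of the full-agonist control response, exceeds 60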;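 also: rat C6 glioma line stably carrying human EP2 under a CMV promoter; the protocol text gives 20 µM as final concentration; 100% = response of wells given 1 µM PGE2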
Target sequence (P43116 whole entry, looked up): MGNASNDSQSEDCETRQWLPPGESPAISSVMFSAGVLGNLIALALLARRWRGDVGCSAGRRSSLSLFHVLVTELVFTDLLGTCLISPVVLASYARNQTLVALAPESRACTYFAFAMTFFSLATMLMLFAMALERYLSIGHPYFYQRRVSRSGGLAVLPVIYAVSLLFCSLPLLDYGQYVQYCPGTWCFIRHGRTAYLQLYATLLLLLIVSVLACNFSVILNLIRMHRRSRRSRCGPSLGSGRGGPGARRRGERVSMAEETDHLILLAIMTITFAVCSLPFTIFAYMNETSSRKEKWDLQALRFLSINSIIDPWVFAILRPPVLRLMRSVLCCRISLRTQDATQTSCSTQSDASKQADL
CHOP inh: CHOP inhibition in unfolded protein response. AID 2732. inhibition, % at 10 µM. hit rate 3.8% among 220,000. CHO-K1 CHOP-promoter luciferase, tunicamycin-induced, 15-18 h;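 active = compounds that reduced the stress-induced luciferase reporter signal by more than about 70% of percent inhibition, limit read from the data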;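 also: 0% = tunicamycin plus vehicle and 100% = wells without tunicamycin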
NPY Y1 blocker: antagonists of human neuropeptide Y receptor Y1 | P25929 | HEK293-CNG Y1 cells, membrane potential fluorescence; NPY at EC95, then isoproterenol | inhibition, % at 3.6 µM | hit rate 1% among 200,000;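 active = inhibition above the campaign mean inhibition of all tested compounds plus 3 SD, cut at about 20% in these data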;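 also: 0% = DMSO wells given NPY plus isoproterenol and 100% = isoproterenol alone without NPY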
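Benchmarks – high control isoproterenol alone, low control NPY with isoproterenol · Material – HEK293 Y1/CNG channel cell line · Times – dye 3 h, compound 60 min room temperature, stimulation 45 min · Probe or stimulus – NPY (25 nM), isoproterenol (1 µM), Ro 20-1724 (25 µM) · Evaluation – % inhibition of NPY effect · Signal – fluorescence, membrane potential probe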
TRPML3 agonist: agonists of human TRPML3 channel; activation, % at 3 µM; AID 1448; Q8TDD5; HEK293 TRPML3-YFP, Fluo-8 calcium fluorescence; 100% = the carbachol control signal; hit rate 0.29% among 220,000;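 active = activation above its plate's cutoff, the mean activation of the plate's test wells plus 3 SD, cut at about 12% in these data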;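 also: 0% = DMSO only wells and 100% = carbachol wells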
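Test system – HEK293 line with stable expression of human TRPML3-YFP channel · Control set – carbachol 87 µM final as high control (100%), DMSO as low control (0%) · Signal – Fluo-8 calcium dye fluorescence, ex 470-495, em 515-575 nm · Incubation – 1-h 37 °C dye load, 5-s basal, 120-s post-compound reads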
NPY1 pot ag: human NPY-Y1 potentiation or agonism, primary screen | AID 1304 | activation, % at 3.6 µM | hit rate 0.37% among 220,000 | P25929 | NPY-Y1 expressing cells, potentiator/agonist activation; in the data active = activation above about 33%, passing the limit was not always enough;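 also: cells stimulated with NPY at EC10 then isoproterenol at EC100; 0% = low agonist plus stimulus and 100% = saturating agonist plus stimulus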
S1P4 antag: antagonists of human S1P4 receptor; AID 1510; S1P4-expressing cells, antagonist mode, reporter read-out; inhibition, % at 4.98 µM; hit rate 0.26% among 220,000; in the data active = inhibition above about 29%;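 also: 0% = wells stimulated with agonist and 100% = vehicle wells without agonist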
TRPN1 ag: activates the zebrafish TRPN1 channel | HEK293 zebrafish TRPN1-YFP, Fluo-8 calcium fluorescence; 100% = response to 87 µM carbachol | activation, % at 3 µM | hit rate 0.18% among 220,000;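 active = activation above its plate's cutoff, the mean activation of test wells on that plate plus 3 SD, cut at about 19% in these data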;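 also: 0% = DMSO alone and 100% = 87 µM carbachol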
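Assay system: Zebrafish TRPN1-YFP in HEK293 cells | Incubation: Dye loading 1 h at 37 °C, then 30 min room temperature | Measured by: Kinetic Fluo-8 fluorescence, ex 470-495, em 515-575 nm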
S1P4 ag: human S1P4 receptor agonism | O95977 | S1P4-expressing cell line, agonist reporter assay | activation, % at 4.98 µM | hit rate 0.35% among 220,000 | AID 1509; in the data active = activation above about 11%;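 also: 0% = DMSO vehicle and 100% = reference agonist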
Active calls of the source: *; . = no result given; & = joins results of further samples.

SMILES	NPY2 pot ag	EP2 mod	CHOP inh	NPY Y1 blocker	TRPML3 agonist	NPY1 pot ag	S1P4 antag	TRPN1 ag	S1P4 ag
COc1ccc(NC(=O)COc2ccc(/C=N/n3c(C)nnc3C)cc2OC)cc1	-8	-17	-29	1	0.6	2	6	1.3	2.1
CN(C)c1cc(N/N=C\c2ccccc2)nc(N(C)C)n1	2	2	11	6	0.2	-14	-1	-0.5	0.1
CC(C)(C)n1ncc2c(=O)n(Cc3ccc(Cl)c(Cl)c3)cnc21	-7	-23	16	12	0.4	-10	9	-0.3	-0.3
Cc1ccc2c(c1)C(SCC(=O)NCCc1ccccc1)CC1(CCCC1)O2 (stereo not given)	3	27	60	-4	0.7	-6	7	-1.8	0.1
Cn1cc(SCC(=O)N2CCOCC2)c2ccccc21	5	4	-43	1	0.1	14	-12	0.5	0.2
CCCCCCCCNC(=O)c1cccnc1SCC(=O)Nc1ccc(OC)cc1OC	10	14	62	5	0.5	-8	-14	-0.5	-0.1
CCCSc1ccc2nc(NC(=O)OC)[nH]c2c1	-9	-33&-38	-38	9	-0.1	-13	-15	-1.8	-2.3
Cc1ccccc1Cn1c2ccccc2c2cnn(CC(=O)N3CCN(c4ccccc4)CC3)c(=O)c21	1	28	47	7	-0.2	-1	-15	1.1	2.4
CCn1c(C)cc(/C=C2\NC(=O)N(CC(=O)Nc3ccc(F)cc3)C2=O)c1C	0	5	11	-1	0.9	4	-38	0.1	4.4
Cc1ccc(S(=O)(=O)N2CCN(C(=O)CN3CCCCC3)C2)cc1	-10	12	13	5	1.5	-12	-4	-0.5	-1.0
Cc1cc(C(C)(C)C)c(O)c(C(C)(C)C)c1	5	1&21	67	1	0.9	11	-21	-0.1	2.2
N/C(=N\OC(=O)c1cc(Cl)ccc1Cl)c1ccccn1	1	-74	-5	4	0.3	-14	-16	-2.2	0.9
CCc1nn(-c2ccccc2)c(N)c1C#N	-11	30	46	-3	1.0	22	-10	0.5	0.2
CC(/C=N/NC(=O)c1ccccc1F)c1ccccc1 (stereo not given)	-19	23	2	.	-0.2	15	-3	1.7	1.6
COc1ccccc1C(=O)N1CCN=C1c1ccccc1	5	1	9	0	0.3	4	-19	-0.5	1.0
Fc1ccc(N/N=C2/CC(c3ccccc3)Oc3ccccc32)c(F)c1 (stereo not given)	-2	21	57	2	0.3	-10	-14	-0.3	1.2
O=C1OC(c2ccccc2)=N/C1=C\C=C\c1ccccc1[N+](=O)[O-]	8	20	71*	6	0.9	-33	-12	1.7	-2.3
O=C(Oc1ccccc1OC(=O)N1CCOCC1)N1CCOCC1	-11	27	-25	-12	0.6	-3	-10	0.2	-1.9
Cc1nn2cc(-c3ccccc3)nc2s1	-4	5	10	-5	-0.2	-14	-1	-1.3	0.4
O=C(COC(=O)CCSc1ccccc1)NCc1ccccc1	-4	9	15	10	-0.6	-42	0	-0.5	0.6
NC(=O)c1ccc(NC(=O)COC(=O)/C=C/c2cccs2)cc1	-3	-45	5	-1	0.5	4	-4	-0.4	0.9
CCOC(=O)CC1C(=O)NC2CCCCC2N1C(=O)Nc1ccc(Cl)cc1 (stereo not given)	21	5	30	-4	0.8	8	-16	0.3	-1.6
CCOC(=O)C(c1ccccc1)N1CCN(c2ccc(OC)cc2)CC1 (stereo not given)	6	19	0	4	0.1	-11	-14	-1.0	-0.4
S=c1[nH]nc(CCc2ccccc2)n1-c1ccc(Cl)cc1	11	16	-9	9	-0.2	6	-15	0.8	0.9
O=C(CCCCCN1C(=O)c2ccccc2C1=O)Nc1ccc2c(c1)OCCO2	-15	-37	13	1	-0.3	-9	7	-0.3	0.6
CC(=O)Nc1ccc(NC(=O)CCCN2C(=O)c3ccccc3C2=O)cc1	3	-14	-10	-1	1.1	-3	2	0.0	-1.1
CCOC(=O)c1c(NC(=O)c2cccs2)sc(C(=O)N(C)C)c1C	-3	32	26	-3	0.3	-16	4	-0.5	0.3
COC(=O)c1cc2oc3ccccc3c2n1Cc1ccccn1	26	36	44	0	-0.3	12	10	-1.6	-0.3
COc1ccc(OC)c(NC(=O)C2CCCCC2)c1	-11	3	6	1	-0.1	1	-13	-0.9	0.4
O=C(Cn1cnc2ccccc21)N1CCN(S(=O)(=O)c2ccccc2)CC1	-2	12	13	1	-0.3	0	-13	0.9	15*
Cc1nc(NC2=NCN(CCc3ccccc3)CN2)nc2c(C)cccc12	-4	.	.	1	0.4	-16	-9	6.6	1.7
Cc1ccc(/C=C/C(=O)OCC(=O)Nc2cccc(S(=O)(=O)N(C)C)c2)o1	-11	29	7	4	-0.6	-25	2	-1.8	2.1
COC(=O)Cn1c(C(F)(F)F)nc2ccccc21	-8	3	0	-2	0.1	-10	-9	-1.1	0.2
Cc1c2c(n3c(nc4ccccc43)c1C#N)N(CCN(C)C)CC2	-1	-14	-10	4	0.9	-3	-27	0.2	3.6
Cc1nnc(Sc2nc3c(c(=O)n(C)c(=O)n3C)n2Cc2ccc(Cl)cc2)s1	-12	54&7	15	5	1.1	-3	6	0.2	1.4
O=C(/C=C/c1ccccc1)N(Cc1cccc(Cl)c1)C1CCS(=O)(=O)C1 (stereo not given)	-10	24	-19	.	-0.8	-15	2	-0.2	-0.2
Cc1cccc(N(C(=O)c2csnn2)C(C(=O)NC(C)(C)C)c2ccncc2)c1 (stereo not given)	-2	10	12	-3	-0.8	10	-22	-0.3	-0.5
O=C(CN1CCCCC1)Nc1ccccc1NC(=O)CN1CCCCC1	2	-15	31	6	0.6	-11	-13	-0.9	-1.1
CC(C)Nc1nc(SCC(=O)Nc2ccccc2)nc(N2CCOCC2)n1	-20	-7	51	6	-0.1	-11	-2	0.3	-3.6
N#C/C(=C\C=C\c1ccccc1)C(=O)NCc1cccnc1	6	11	0	3	0.6	3	-8	0.7	-1.0
Cc1ccc(S(=O)(=O)N2CCCC(c3nnc4n3-c3ccccc3SC4)C2)cc1 (stereo not given)	-3	10	27	2	-0.4	-22	7	2.5	1.9
O=C(NC(=O)c1ccccc1O)c1ccc2c(c1)CCO2	-2	40	15	.	-0.2	-1	-2	1.4	-1.0
COC(C(=O)Nc1ccc(C(N)=O)cc1)c1ccccc1 (stereo not given)	-6	7	-2	-2	0.1	8	-7	0.5	1.0
O=C1CCC([N+](=O)[O-])C(c2cccc([N+](=O)[O-])c2)N1 (stereo not given)	-1	9	-4	6	1.0	8	-11	0.3	0.7
O=C(O)C1CCCCN1S(=O)(=O)c1cccc2nsnc12 (stereo not given)	-17	22	0	7	0.0	5	-7	1.1	0.3
C=CCN1CC(O)=C(c2ccccc2)C1=N	-4	-3	-39	3	0.5	0	-2	0.9	-0.1
CNS(=O)(=O)c1ccc(NC(=O)c2ccccn2)cc1	8	-22	6	1	1.1	2	9	3.2	70*
C[n+]1cccc(/C=N/NC(=O)CC23CC4CC(CC(C4)C2)C3)c1	2	10	-5	.	0.2	17	-7	1.6	-0.7
O=C(CSc1nc(N2CCCCC2)nc(N2CCCCC2)n1)c1ccccc1	-5	38	46	-2	0.3	-21	-8	1.1	-1.4
c1ccc(N2N=C(c3cccs3)CC2c2ccco2)cc1 (stereo not given)	-6	22	61	-3	-0.6	-15	-1	-1.5	9.1
NC(=O)C1CCN(C2CC(=O)N(c3cccc(F)c3)C2=O)CC1 (stereo not given)	-10	14	46	0	1.2	-16	3	2.5	0.1
COc1ccccc1/C=C/C(=O)NC(=S)NCC1CCCO1 (stereo not given)	-2	-43	27	3	-0.6	7	-27	-2.0	0.8
COc1ccc(C2OC(=O)CC2C(=O)NCc2ccc(Cl)cc2)cc1OC (stereo not given)	6	-13	-20	2	-0.5	19	8	-1.0	0.2
CC(C)N1CC23C=CC(O2)C(C(=O)OCc2ccccc2)C3C1=O (stereo not given)	11	-5	-11	0	-0.1	19	-165	-0.3	1.8
Cc1c(Cl)cccc1-n1c(SCC(=O)N(C)Cc2ccccc2)nnc1-c1ccncc1	3	14	-5	1	0.8	-6	6	-0.7	0.4
C=C(C)C1CC=C(C)/C(=N/NC(=O)c2cccc([N+](=O)[O-])c2)C1 (stereo not given)	-9	7	40	4	0.4	-19	0	0.5	1.1
Cn1c(=O)c2c(nc(N3CCc4ccccc4C3)n2C)n(C)c1=O	-5	0	10	12	0.3	-5	-15	-0.3	-0.5
CCOc1ccccc1N(CC(=O)NCC1CCCO1)C(=O)CCC(=O)Nc1ccccn1 (stereo not given)	5	29	37	5	1.1	9	-14	0.5	0.5
NC(=O)Cn1cnc2nc3n(c2c1=O)CCC3	10	27	36	1	1.0	5	-5	0.8	1.5
CCOc1ccc(C(=O)NC(=S)Nc2cccc(NC(=O)c3ccco3)c2)cc1[N+](=O)[O-]	2	2	32	0	0.5	-17	-19	0.1	2.0

Next structures:
SMILES	NPY2 pot ag	EP2 mod	CHOP inh	NPY Y1 blocker	TRPML3 agonist	NPY1 pot ag	S1P4 antag	TRPN1 ag	S1P4 ag
CCOCc1cn(CC(=O)c2ccc(Cl)cc2)c(C)nc1=N	1	24	31	4	1.1	2	12	0.1	-2.1
O=c1cc(-c2ccccc2F)oc2ccccc12	2	-2	3	5	0.6	-19	-9	0.2	-0.9
NC(=O)c1ccc(N2CCN(c3ccc(O)cc3)CC2)c([N+](=O)[O-])c1	-2	-3	22	2	0.1	12	11	2.1	-1.1
O=C1c2ccccc2NC(c2ccccc2O)N1NS(=O)(=O)c1ccccc1 (stereo not given)	21	23	7	-4	0.7	12	-8	0.3	1.0
Cn1c(=O)[nH]c(=O)c2c1nc(SCCO)n2CC(O)COc1ccccc1 (stereo not given)	-13	8&-3	13	2	0.3	-27	-26	1.7	0.7
Cc1cc2cc(C)c(NCCNC(=O)c3ccccc3F)nc2cc1C	-65	-3&-8	16	32*	-0.6	-60	-10	-2.8	0.8
O=C(Nc1ccc(N2CCOCC2)cc1Cl)C1CCN(C(=O)OCc2ccccc2)CC1	10	-35	21	.	1.2	7	8	1.9	-1.3
O=C(CNC(=O)c1ccc(Cl)cc1)N/N=C/C=C/c1ccccc1	0	-3	99*	0	-0.3	-7	5	0.6	1.4
C[C@]12CCC3c4ccc(OCC(=O)O)cc4CCC3C1CCC2=O (stereo not given in full)	5	-7	2	.	0.3	-3	6	2.3	-0.5
Fc1ccccc1/C=N/n1c(-c2cccnc2)n[nH]c1=S	-28	10	7	.	0.7	4	13	1.1	-0.9
COC(=O)N/N=C/c1cn(Cc2ccccc2F)c2ccccc12	29	-42	23	.	0.7	-4	7	-0.3	-0.1

Reformatted: entries from further up.
| Molecule | NPY2 pot ag | EP2 mod | CHOP inh | NPY Y1 blocker | TRPML3 agonist | NPY1 pot ag | S1P4 antag | TRPN1 ag | S1P4 ag |
| --- | --- | --- | --- | --- | --- | --- | --- | --- | --- |
| O=C1CCC([N+](=O)[O-])C(c2cccc([N+](=O)[O-])c2)N1 (stereo not given) | -1 | 9 | -4 | 6 | 1.0 | 8 | -11 | 0.3 | 0.7 |
| O=C(O)C1CCCCN1S(=O)(=O)c1cccc2nsnc12 (stereo not given) | -17 | 22 | 0 | 7 | 0.0 | 5 | -7 | 1.1 | 0.3 |
| C=CCN1CC(O)=C(c2ccccc2)C1=N | -4 | -3 | -39 | 3 | 0.5 | 0 | -2 | 0.9 | -0.1 |
